KinaseGlo FLuc: blocks Kinase-Glo luciferase, a counter-screen artifact. Q27757. Kinase-Glo luciferase, ATP luminescence, 8 min. Potency, µM (series often up to 38.3 µM), without a hit: at the top dose activity change, negative = inhibition, usual class: inhibitors. hit rate 0.28% among 200,000. AID 1379; note: potency is the fitted concentration of half-maximal effect; % is set by controls: 0 for no effect and ±100 for the full control effect; nearly all actives have a fitted effect of over 60% in size
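Substrate mix (final 50 mM imidazole pH 7.2, 50 mM KCl, 7 mM MgCl2, 10 uM ATP, 0.01% Tween 20, 0.05% BSA) plus pin-tool compound, then Kinase-Glo detection mix; 8 min ambient, luminescence read.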
L3MBTL1 inh: inhibitors of human L3MBTL1; Q9Y468; AlphaScreen L3MBTL1–H3K9me1 peptide binding; Potency, µM (titrated, usually from 57.1 µM), without a hit: at the top dose activity, negative = inhibition, hits mostly inhibitors; hit rate 0.66% among 230,000; AID 485360; note: potency is the fitted concentration of half-maximal effect; % is set by controls: 0 for no effect and ±100 for the full control effect; nearly all actives have a fitted effect of over 60% in size
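First, the protein-peptide complex forms for 30 min at room temperature (L3MBTL1 50 nM, biotinylated H3K9me1 peptide 75 nM). Next, compounds are pin-transferred and incubated 30 min. Finally, AlphaScreen beads are added and read after 30 min.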
CBFb-RUNX1 inh: CBF-beta/RUNX1 interaction disruption; AlphaScreen CBFb-His/RUNX1-biotin binding, biochemical; Q01196+Q13951; Potency, µM (titrated, usually from 59.8 µM), for the others: top-dose activity, negative = inhibition, usual class: inhibitors; 230,000 tested, under 10 active; note: % of control where 0% means no effect
Target sequence (Q01196 whole entry, looked up): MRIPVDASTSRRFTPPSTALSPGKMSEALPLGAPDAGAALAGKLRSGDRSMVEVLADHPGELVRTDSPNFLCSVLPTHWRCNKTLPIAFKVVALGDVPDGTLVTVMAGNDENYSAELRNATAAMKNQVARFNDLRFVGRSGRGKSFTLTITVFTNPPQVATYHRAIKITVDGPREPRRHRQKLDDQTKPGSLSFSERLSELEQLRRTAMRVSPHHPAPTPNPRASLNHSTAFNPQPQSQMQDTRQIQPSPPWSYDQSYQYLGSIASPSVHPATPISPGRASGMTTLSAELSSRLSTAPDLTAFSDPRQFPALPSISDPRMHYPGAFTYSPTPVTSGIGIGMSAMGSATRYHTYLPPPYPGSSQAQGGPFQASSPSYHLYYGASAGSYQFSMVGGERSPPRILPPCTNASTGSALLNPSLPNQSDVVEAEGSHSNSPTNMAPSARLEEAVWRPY
Target sequence (Q13951 whole entry, looked up): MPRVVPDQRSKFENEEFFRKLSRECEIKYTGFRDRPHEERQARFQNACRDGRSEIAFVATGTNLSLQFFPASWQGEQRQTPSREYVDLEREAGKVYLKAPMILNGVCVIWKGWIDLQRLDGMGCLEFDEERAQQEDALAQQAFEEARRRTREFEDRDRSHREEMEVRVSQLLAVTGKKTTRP
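CBFb-His/RUNX1-biotin, 30 nM each, preincubated 20 min RT; compound 15 min RT; Ni + streptavidin beads 50 ng each, 90 min RT; AlphaScreen read.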
HttQ103 aggreg: mutant huntingtin aggregation inhibition | PC12 HttQ103-GFP aggregates, Acumen cytometry, 40 h | Potency, µM (top dose mostly 46.1 µM), inactives show at the top dose activity change, negative = inhibition, most hits filed as inhibitors | hit rate 1.1% among 220,000; note: potency is the fitted concentration of half-maximal effect; % is set by controls: 0 for no effect and ±100 for the full control effect; nearly all actives have a fitted effect of over 60% in size
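PC12 cells with ecdysone-inducible HTT exon1 Q103-GFP, induced by 100 nM tebufenozide, given compounds in a concentration series. GFP aggregates (1–25 um, 6 SD above background) counted in lysates by laser-scanning cytometry, 488 nm excitation.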
Epigenetic reg: regulators of epigenetic silencing causing reporter derepression in mouse cells | hit rate 0.2% among 280,000 | Potency, µM (top dose mostly 53.9 µM), for the others: at the top dose GFP activation, usual class: activators | murine LDR cells, GFP reporter derepression, 30 h; note: potency is the fitted concentration of half-maximal effect; % of control where 0% means no effect; nearly all actives have a fitted effect of over 60% in size
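GFP-positive cell count by laser-scanning cytometry (objects 20–120 um) after 30 h, 37 C compound exposure of murine LDR cells; reporter is CMV-GFP integrated at a silenced locus, inducible by HDAC or DNMT inhibitors.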
NPSR antag: antagonists of human neuropeptide S receptor cAMP signaling; Potency, µM (highest dose often 38.3 µM), without a hit: at the highest dose activity change, negative = inhibition, hits mostly inhibitors; hit rate 1% among 220,000; CHO-NPSR cells, cAMP TR-FRET, antagonist mode; AID 1461; note: potency is the fitted concentration of half-maximal effect; % is set by controls: 0 for no effect and ±100 for the full control effect; nearly all actives have a fitted effect of over 50% in size; many of its hits are not listed in these tables
Target sequence (Q6W5P4 whole entry, looked up): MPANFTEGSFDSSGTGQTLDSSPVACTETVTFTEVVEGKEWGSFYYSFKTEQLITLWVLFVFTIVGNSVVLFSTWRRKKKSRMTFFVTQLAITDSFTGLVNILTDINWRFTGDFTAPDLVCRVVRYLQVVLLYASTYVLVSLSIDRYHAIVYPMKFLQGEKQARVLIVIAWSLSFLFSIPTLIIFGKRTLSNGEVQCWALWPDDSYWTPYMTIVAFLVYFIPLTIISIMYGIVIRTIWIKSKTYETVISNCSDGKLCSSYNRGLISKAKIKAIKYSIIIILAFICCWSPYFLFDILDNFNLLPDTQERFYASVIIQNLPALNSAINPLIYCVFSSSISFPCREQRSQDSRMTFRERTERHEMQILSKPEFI
IMPase Li cell: cell-permeable IMPase inhibitors with lithium potentiation; Potency, µM (top dose mostly 59.4 µM), for inactives: at the top dose activity, negative = IMPase inhibition, usual class: inhibitors; hit rate 0.35% among 210,000; CHO-M1 cells, IP1 TR-FRET (IP-One), carbachol + lithium;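 note: IP1 builds up when IMPase is blocked and the TR-FRET signal falls; potency is the fitted concentration of half-maximal effect; plate controls were basal vehicle for no effect and high inhibitor control for full effect; nearly all actives have a fitted effect of over 50% in size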
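CHO cells stably expressing M1 receptor (2000/well) were cultured 16–30 h, then exposed to compounds with a small lithium addition for 30 min at 37C. IP1 was measured by TR-FRET competition; AC50 from Hill fits.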
Numbers without * were called inactive; ? = inconclusive; . = no result given; & = joins results of further samples; [ ] = another dose, or the depositor's remark. Calls come from the whole dose curve; as a rule, active = well fitted curve in the direction sought with a large enough effect; inconclusive = small, poorly fitted or top-dose-only effect, or another doubt; inactive = no such curve, though single readings can be large; an effect the other way counts as inactive or inconclusive.

Structure	KinaseGlo FLuc	L3MBTL1 inh	CBFb-RUNX1 inh	HttQ103 aggreg	Epigenetic reg	NPSR antag	IMPase Li cell
CCOC(=O)N/N=C/c1c(C)nn(-c2ccccc2Cl)c1Cl	1%	8%	6%	1%	1.3%	?	-3%
COc1ccc(NCC(=O)Nc2ccccc2C#N)cc1Cl	-3%	.	-3%	16%	0.0%	-15%[46.1 µM]	27%[38.3 µM]
CC(C)N(C(C)C)S(=O)(=O)c1ccc(Cl)nc1	1%	.	3%	11%	-6.5%	11%	2%
Cc1ccc(Nc2nc(C)cc(C)c2C(N)=O)cc1	-8%	.	-2%	3%	-1.4%	9%[46.1 µM]	-10%[38.3 µM]
O=[N+]([O-])c1ccc(C[n+]2cc(-c3ccc(Cl)c(Cl)c3)n3c2CCCCC3)cc1	.	4%	-3%	11%[9.22 µM]	1.1%	-17%	.
COC(=O)c1ccccc1NC(=O)CSc1n[nH]c(CC(C)C)n1	0%	0%	-6%	13%	0.7%&-0.6%	-10%[46.1 µM]	-7%[38.3 µM]
O=C(NCc1ccc(F)cc1)C1CCCN(S(=O)(=O)c2cccc3nsnc23)C1 (configuration not stated)	4%	.	3%	25%[9.22 µM]	-0.3%	-14%[46.1 µM]	21%[38.3 µM]
CCOn1c(=O)c(-c2cccs2)[n+]([O-])c2ccccc21	-2%	.	2%	-10%	14%	-5%[46.1 µM]	26%[38.3 µM]
C=CCN=C1S/C(=C/c2ccc([N+](=O)[O-])cc2)C(=O)N1CC=C	.	-19%	3%	2%[9.22 µM]	0.0%	8%	.
Cc1ccc(S(=O)(=O)Nc2cc(=O)[nH]c(SCC(=O)Nc3ccccc3Cl)n2)cc1	-2%	1%	-6%	.	1.1%	2%	3%
COC(=O)c1nc(NC(=O)c2ccc(C(C)(C)C)cc2)n[nH]1	0%	9%	-3%	1%	-2.8%	1%	4%
C/C(=C\C(=S)Nc1ccccc1)Nc1ccc2ccccc2c1	0%	?	-8%	3%	-1.6%	16%	2%
Nc1nc(-c2ccccc2)c(N=Nc2cccc3ccccc23)s1	-16%	18µM*	.	-6%	-1.6%	?	14%
Cc1ccc(S(=O)(=O)N2CCOCC2)cc1C(=O)Nc1ccc(C(N)=O)cc1	.	0%	0%	7%[9.22 µM]	-1.7%	-33%	.
COc1ccc(/C=C/C2=Nc3ccccc3NC(C)(C)C2)cc1OC	.	.	1%	9%[9.22 µM]	0.0%	-27%	.
CCCCOC(=O)/C=C\C(=O)NC(N)=O	.	4%	16%	11%[9.22 µM]	14%	?	.
CCC(C)NC(=O)CC(NS(=O)(=O)c1ccc(NC(C)=O)cc1)C(C)C (configuration not stated)	-1%	.	-3%	-15%	-2.8%	16%	-4%
Cc1cccc(C(=O)N/N=C/c2cc(Br)c(Br)o2)c1	2%	-3%	0%	-6%	0.4%	-24%	2%
CSc1nnnn1CCn1nnnc1SC	-6%	-1%	2%	-1%	-1.0%	2%[46.1 µM]	-1%[38.3 µM]
COC(=O)C1=C(C(=O)OC)[C@@H]2N(C)c3ccccc3[C@@]23C[C@@H](C(=O)OC)N(S(=O)(=O)c2ccc(C(F)(F)F)cc2)C3=N1	-8%[7.66 µM]	.	-6%[13.1 µM]	.	.	.	3%
CCCCn1c(SCn2nnc3ccccc3c2=O)nc2cc(C(=O)OC)ccc2c1=O	-1%	7%	-1%	19%[9.22 µM]	3.2%	-10%[46.1 µM]	4%[38.3 µM]
CCOC(=O)C1CN(S(=O)(=O)c2ccc(Cl)cc2)c2cc(S(=O)(=O)CC)ccc2O1 (configuration not stated)	6%	-5%	1%	3%[9.22 µM]	-2.9%	-17%	15%
Cc1ncoc1C(=O)Nc1nccs1	.	-4%	1%	-6%	1.0%	7%[46.1 µM]	.
COc1ccc(Br)cc1/C=N/N1CCN(Cc2ccccc2)CC1	.	?	-13%	17%[9.22 µM]	0.2%	28%	.
COCCNC(=O)CCn1c(=O)oc2ccccc21	4%	5%	1%	-7%	1.0%	-10%[46.1 µM]	-5%[38.3 µM]
CC(C)(C)c1ccc(C(=O)c2c[nH]c(C(=O)NCc3cccs3)c2)cc1	-2%	2%	-5%	7%	-0.9%	-5%[46.1 µM]	-14%[38.3 µM]
CCN1CCCC1CNS(=O)(=O)c1cc(Br)cc2c1N(C(=O)C1CC1)CC2 (configuration not stated)	-1%	.	0%	26%	-1.0%	-4%[46.1 µM]	46%[activator][38.3 µM]
CCN1C(=O)N[C@@H](c2cccc(F)c2)C(C(C)=O)=C1C	-3%[7.66 µM]	.	8%[13.1 µM]	.	.	.	3%
N#Cc1ccccc1CSC1=NCCS1	2%	9%	-4%	-16%[9.22 µM]	2.3%	6%	4%
c1ccc2c(-c3[nH]ncc3CNCCCn3ncc4ccccc43)cccc2c1	0%	-15%	-4%	-17%[9.22 µM]	?	-12%	8%
CSc1nc(N)n2nc(-c3ccccc3)cc2n1	.	-3%	8%	14%[9.22 µM]	1.1%	-25%	.
O=C1c2cc(F)ccc2OC2(CCNCC2)C12CC(c1ccccc1)=NO2 (configuration not stated)	.	.	-4%	2%[9.22 µM]	-0.4%	20%	.
O=C(NC1CCCCC1)C(c1ccncc1)N(Cc1ccccc1)C(=O)c1ccc(-c2ccccc2)[nH]1 (configuration not stated)	1%	-24%	-22%	?	0.0%	?	11%[38.3 µM]
O=C(CCN1C(=O)c2ccc([N+](=O)[O-])cc2C1=O)Nc1ccc(O)cc1C(=O)O	-3%	.	1%	-10%	0.0%	22%	-1%
CCC(Oc1cc(Cl)ccc1Cl)C(=O)NN1C(=O)C2C3CCC(C3=C(C)C)C2C1=O (configuration not stated)	-3%	.	8%	-15%	1.0%	?	36%[38.3 µM]
O=C(NCCc1ccccc1)/C(=C/c1ccco1)c1ccccc1	-1%	-8%	6%	-10%	-3.0%	-30%	6%
O=C(COC(=O)/C=C/c1ccc(OC(F)F)cc1)Nc1ccc(S(=O)(=O)N2CCCC2)cc1	-3%	3%	8%	7%	-1.3%	1%	-3%
Cc1ncc(CO)c(/C=N/NC(=O)c2ccc(O)cc2)c1O	3%	?	-4%	?	-1.1%	-20%	-11%
CC1CCN(C2(O)C(=O)Nc3ccc(Br)cc32)CC1 (configuration not stated)	3%	5%	8%	-12%	-0.4%	-4%	9%
COC(=O)c1ccc(N/C=C\C(=O)c2ccc3c(c2)OCO3)cc1	-7%	-4%	1%	-6%[9.22 µM]	-1.0%	11%	2%
Fc1cccc(COc2ccccc2C(=S)N2CCCC2)c1	0%	-4%	-6%	-9%[9.22 µM]	-4.5%	-21%	14%
CC1(/[N+]([O-])=C/c2cccc(Cl)c2)CCCCC1=O (configuration not stated)	.	10%	5%	22%[9.22 µM]	1.2%	22%	.
O=C(O)c1ccc(COc2c(F)c(F)c(F)c(F)c2F)o1	-1%	?	-5%	5%	-0.8%	-2%[46.1 µM]	2%
C=CCn1c(C)nc2c(sc3nc4c(cc32)COC(C)(C)C4)c1=O	.	33%[activator]	15%	1%[9.22 µM]	0.0%	-3%	.
CCC(=O)N1CCc2cc(S(=O)(=O)NC(C(=O)NCc3ccc(C)cc3)C(C)C)ccc21 (configuration not stated)	-4%	0%	3%	16%	-0.8%	-4%[46.1 µM]	-15%[38.3 µM]
Cc1csc(SCC(=O)NC(C)c2ccccc2)n1 (configuration not stated)	2%	.	4%	-6%	0.5%	-4%	2%
CCn1c(=N)n(CC(=O)c2ccc(Br)s2)c2ccccc21	.	16%	1%	16%[9.22 µM]	-1.1%	8%[7.67 µM]	.
CCc1c(C)[nH]n(CCC#N)c1=O	-5%	7%	4%	-5%	0.2%	-2%[46.1 µM]	-1%[38.3 µM]
CCC(CC)c1nnc(NS(=O)(=O)Cc2ccccc2)s1	0%	-5%	11%	9%	-1.0%	19%[46.1 µM]	14%[38.3 µM]
Cc1ccc(OCc2n[nH]c(=S)n2-c2ccccc2)cc1C	1%	-1%	-5%	6%[9.22 µM]	0.1%	56%	-2%
c1ccc(Cn2ncc3c(Nc4ccccc4)ncnc32)cc1	.	.	4%	1%[9.22 µM]	0.0%	-10%	.
CC1(C)OC(=O)C(=CNc2cccc(O)c2)C(=O)O1	-3%	-6%	4%	0%	-1.0%	-4%[46.1 µM]	-6%[38.3 µM]
CNCC[C@H](Oc1ccccc1OC)c1ccccc1	-3%	.	7%&2%[21.7 µM]	.	-1.2%	.	11%&4%
CN(C(=O)CCc1nnc(Cc2ccc(-c3ccccc3)cc2)o1)C1CCOCC1	3%	-10%	4%	-5%[9.22 µM]	0.5%	12%	8%
Cn1c(-c2cnn(-c3ccccc3)c2N)n[nH]c1=S	-11%	-11%	4%	9%[9.22 µM]	0.0%	?	?
CSc1oc(-c2ccccc2)nc1S(=O)(=O)c1ccc(C)cc1	-2%	3%	1%	-9%	0.0%	?	-15%[38.3 µM]
CN1/C(=C\C(=S)NC(=O)c2cccc(Br)c2)C(C)(C)c2ccccc21	.	-11%	.	-31%	0.0%	-20%[46.1 µM]	.
CCC(Sc1nc(C)cc(=O)[nH]1)C(=O)Nc1sc2c(c1C#N)CCCC2 (configuration not stated)	4%	0%	-3%	?	0.0%	-5%[46.1 µM]	5%[38.3 µM]
CCc1nc(N)c(C#N)c(-c2ccc(O)c(OC)c2)c1C	14%	-2%	2%	-26%	-0.4%	-11%[46.1 µM]	-5%[38.3 µM]
O=C(CSc1nc2ccccc2n1CC(=O)N1CCCC1)Nc1ccc2c(c1)OCO2	1%	.	-1%	5%	-1.0%	-12%[46.1 µM]	30%[38.3 µM]

Carrying on:
Structure	KinaseGlo FLuc	L3MBTL1 inh	CBFb-RUNX1 inh	HttQ103 aggreg	Epigenetic reg	NPSR antag	IMPase Li cell
NNC(=O)Nc1cccc(C(F)(F)F)c1	6%	4%	0%	-1%	10%	-1%	-5%
COc1ccc(C(CNC(=O)c2ccc(S(=O)(=O)N(C)C)cc2)N2CCCC2)cc1 (configuration not stated)	1%	-9%	-23%	6%	4.8%	-4%	16%
CC1(C)Cc2c(c(-c3ccccc3)nc(N3CCCC3)c2C(N)=O)CO1	2%	-2%[11.4 µM]	-3%	-11%	1.0%	-1%[46.1 µM]	-1%[38.3 µM]
NC(=O)C1CCN(C(=O)c2cc(S(=O)(=O)N3CCOCC3)c(Cl)cc2Cl)CC1	-4%	.	0%	21%	0.1%	-8%[46.1 µM]	21%[38.3 µM]

The list is partial (hit frequency here may not be typical).
